Compound activity deposited in PubChem by Broad Institute.
NSD2 block: NSD2 (human) methyltransferase inhibition | NSD2-SET H3K36me1 DELFIA fluorescence, biochemical | inhibition, % at 12.5 µM | actives 0.07% (n = 44,000); in the data active = inhibition above about 54%, passing the limit was not always enough;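 note: inhibitors reduce the monomethyl H3K36 fluorescence signal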
Target sequence (O96028 whole entry, looked up): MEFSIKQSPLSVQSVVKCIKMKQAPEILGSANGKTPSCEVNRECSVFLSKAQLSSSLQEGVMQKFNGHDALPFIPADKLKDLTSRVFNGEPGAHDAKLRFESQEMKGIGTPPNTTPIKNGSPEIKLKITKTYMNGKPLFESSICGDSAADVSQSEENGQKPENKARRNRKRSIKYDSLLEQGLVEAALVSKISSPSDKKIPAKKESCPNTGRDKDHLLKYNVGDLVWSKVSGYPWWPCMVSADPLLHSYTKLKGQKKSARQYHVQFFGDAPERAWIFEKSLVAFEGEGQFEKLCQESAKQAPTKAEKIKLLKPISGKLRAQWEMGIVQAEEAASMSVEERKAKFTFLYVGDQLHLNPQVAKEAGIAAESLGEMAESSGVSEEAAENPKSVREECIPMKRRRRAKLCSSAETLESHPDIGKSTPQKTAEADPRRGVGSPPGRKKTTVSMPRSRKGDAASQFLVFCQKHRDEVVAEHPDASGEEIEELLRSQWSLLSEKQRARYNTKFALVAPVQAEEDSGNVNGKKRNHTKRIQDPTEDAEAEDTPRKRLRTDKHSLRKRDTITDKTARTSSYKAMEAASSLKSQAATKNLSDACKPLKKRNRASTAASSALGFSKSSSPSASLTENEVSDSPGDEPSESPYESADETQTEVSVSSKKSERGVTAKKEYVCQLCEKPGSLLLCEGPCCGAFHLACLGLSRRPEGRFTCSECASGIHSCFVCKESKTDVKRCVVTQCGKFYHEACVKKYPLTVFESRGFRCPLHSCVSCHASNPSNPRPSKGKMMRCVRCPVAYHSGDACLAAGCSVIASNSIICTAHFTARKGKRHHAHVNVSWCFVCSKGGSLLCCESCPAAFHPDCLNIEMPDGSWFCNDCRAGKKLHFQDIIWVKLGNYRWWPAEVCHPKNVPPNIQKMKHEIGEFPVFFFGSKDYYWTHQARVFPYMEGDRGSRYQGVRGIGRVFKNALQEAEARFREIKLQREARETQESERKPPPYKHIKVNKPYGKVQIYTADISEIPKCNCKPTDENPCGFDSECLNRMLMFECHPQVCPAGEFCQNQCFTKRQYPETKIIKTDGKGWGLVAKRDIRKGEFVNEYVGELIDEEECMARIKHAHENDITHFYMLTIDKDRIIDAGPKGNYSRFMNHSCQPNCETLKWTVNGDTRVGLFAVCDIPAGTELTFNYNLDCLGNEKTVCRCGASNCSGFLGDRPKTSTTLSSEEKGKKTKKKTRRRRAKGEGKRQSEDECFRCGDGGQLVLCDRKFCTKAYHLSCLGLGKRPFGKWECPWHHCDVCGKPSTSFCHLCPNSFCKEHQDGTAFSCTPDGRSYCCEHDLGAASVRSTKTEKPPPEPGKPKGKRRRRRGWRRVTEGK
Starred values were filed as active, the others as inactive. Some of the compounds tested; the hit share may differ from the screen's.

NSD2 block	molecule
2.6	C[C@@H]1CN([C@@H](C)CO)C(=O)c2cc(N(C)C)ccc2O[C@@H]1CN(C)Cc1ccncc1
0.8	Cc1noc(C)c1NC(=O)Nc1ccc2c(c1)C(=O)N([C@H](C)CO)C[C@H](C)[C@H](CN(C)C(=O)Nc1ccccc1)OCCCC[C@@H](C)O2
1.1	C[C@H]1CCCCO[C@H](CN(C)Cc2ccc3c(c2)OCO3)[C@@H](C)CN([C@@H](C)CO)C(=O)c2cc(NC(=O)C3CCCCC3)ccc2O1
-13.5	Cc1noc(C)c1NC(=O)N(C)C[C@@H]1OCCCC[C@H](C)Oc2ccc(NS(=O)(=O)c3cccs3)cc2C(=O)N([C@@H](C)CO)C[C@H]1C
0.4	CNC[C@@H]1Oc2ccc(NS(=O)(=O)c3ccccc3)cc2CC(=O)N([C@H](C)CO)C[C@@H]1C
2.5	COc1ccc(NC(=O)N(C)C[C@@H]2OCCCC[C@@H](C)Oc3ccc(NS(=O)(=O)c4ccc(C)cc4)cc3C(=O)N([C@@H](C)CO)C[C@@H]2C)cc1
-4.3	C[C@@H]1CN([C@H](C)CO)S(=O)(=O)c2ccc(-c3cccc(C#N)c3)cc2O[C@H]1CN(C)C(=O)c1ccncc1
3.8	O=C(C[C@H]1C[C@H]2c3cc(NC(=O)Nc4ccccc4)ccc3O[C@H]2[C@H](CO)O1)NCCN1CCCCC1
2.9	C[C@H](CO)N1C[C@H](C)[C@H](CN(C)C)Oc2c(NS(=O)(=O)c3ccc(Cl)cc3)cccc2C1=O
-127.9	C[C@H]1CN([C@@H](C)CO)S(=O)(=O)c2ccc(-c3ccccc3)cc2O[C@H]1CN(C)C(=O)Nc1ccccc1F
-0.1	CCCN(C)C[C@@H]1OCCCC[C@@H](C)Oc2ccc(NC(=O)Nc3cccc4ccccc34)cc2C(=O)N([C@H](C)CO)C[C@@H]1C
-11.4	O=C(C[C@@H]1C[C@H]2c3cc(NC(=O)Nc4ccc(C(F)(F)F)cc4)ccc3O[C@H]2[C@H](CO)O1)NCc1ccc2c(c1)OCO2
-3.2	Cc1ccc(S(=O)(=O)Nc2cccc3c2O[C@@H](CN(C)S(=O)(=O)c2c(C)noc2C)[C@@H](C)CN([C@H](C)CO)C3=O)cc1
-0.9	C[C@@H]1CN([C@@H](C)CO)C(=O)c2cccc(NC(=O)Nc3cccc4ccccc34)c2O[C@H]1CN(C)C(=O)Nc1ccc(F)cc1
3.7	COc1ccccc1NC(=O)N(C)C[C@@H]1Oc2cc(Br)ccc2S(=O)(=O)N([C@H](C)CO)C[C@H]1C

The final 3 entries of the section before are carried over, then new ones follow.
NSD2 block	molecule
-3.2	Cc1ccc(S(=O)(=O)Nc2cccc3c2O[C@@H](CN(C)S(=O)(=O)c2c(C)noc2C)[C@@H](C)CN([C@H](C)CO)C3=O)cc1
-0.9	C[C@@H]1CN([C@@H](C)CO)C(=O)c2cccc(NC(=O)Nc3cccc4ccccc34)c2O[C@H]1CN(C)C(=O)Nc1ccc(F)cc1
3.7	COc1ccccc1NC(=O)N(C)C[C@@H]1Oc2cc(Br)ccc2S(=O)(=O)N([C@H](C)CO)C[C@H]1C
9.3	C[C@@H]1CN([C@H](C)CO)C(=O)c2cc(-c3ccccc3F)cnc2O[C@@H]1CN(C)Cc1cccc(F)c1
-23.6	C[C@@H]1CN([C@@H](C)CO)S(=O)(=O)c2ccc(-c3ccccc3)cc2O[C@@H]1CN(C)Cc1ccccc1C(=O)O
2.1	C[C@@H]1CN([C@@H](C)CO)C(=O)c2cc(-c3ccc(C#N)cc3)cnc2O[C@H]1CN(C)CC1CCCCC1
1.3	Cc1ccc(S(=O)(=O)N(C)C[C@@H]2OCCCC[C@H](C)Oc3ccc(NC(=O)NC4CCCCC4)cc3C(=O)N([C@H](C)CO)C[C@H]2C)cc1
-1.8	Cc1noc(C)c1NC(=O)Nc1ccc2c(c1)CC(=O)N([C@@H](C)CO)C[C@H](C)[C@H](CN(C)Cc1ccc(C(=O)Nc3ccccc3N)cc1)O2
-2.4	C[C@H](CO)N1C[C@H](C)[C@@H](CN(C)Cc2ccc(C(=O)Nc3ccccc3N)cc2)Oc2ccc(NC(=O)CCN3CCOCC3)cc2C1=O
1.3	C[C@@H]1CN([C@H](C)CO)S(=O)(=O)c2ccc(-c3cncnc3)cc2O[C@@H]1CN(C)C(=O)Cc1ccncc1
-3.7	CC(C)NC(=O)Nc1ccc2c(c1)CC(=O)N([C@@H](C)CO)C[C@@H](C)[C@H](CN(C)Cc1ccc(-c3ccccc3)cc1)O2
-0.7	C[C@H](CO)N1C[C@H](C)[C@@H](CN(C)Cc2cncnc2)Oc2cc(C#CC3CCCC3)ccc2S1(=O)=O
-2.8	C[C@@H]1CN([C@H](C)CO)C(=O)c2cc(-c3cccc(F)c3)cnc2O[C@H]1CN(C)Cc1cncnc1
-16.3	C[C@H]1CN([C@@H](C)CO)C(=O)c2cc(NS(=O)(=O)c3ccc(F)cc3)ccc2O[C@H]1CN(C)C(=O)NC1CCCCC1
-5.6	C[C@H](CO)N1C[C@H](C)[C@H](CN(C)S(C)(=O)=O)Oc2ncc(C#CC3(O)CCCC3)cc2C1=O
0.0	COc1ccc(NC(=O)Nc2ccc3c(c2)C(=O)N([C@@H](C)CO)C[C@H](C)[C@@H](CN(C)S(=O)(=O)c2cccs2)O3)cc1
1.5	CC(C)NC(=O)Nc1ccc2c(c1)C(=O)N([C@@H](C)CO)C[C@@H](C)[C@H](CN(C)Cc1ccc(C(F)(F)F)cc1)O2
2.3	C/C=C/c1ccc2c(c1)O[C@H](CN(C)C(=O)COC)[C@H](C)CN([C@@H](C)CO)S2(=O)=O

Part of the list above in order of length of the SMILES, ascending:
NSD2 block	molecule
9.3	C[C@@H]1CN([C@H](C)CO)C(=O)c2cc(-c3ccccc3F)cnc2O[C@@H]1CN(C)Cc1cccc(F)c1
1.3	C[C@@H]1CN([C@H](C)CO)S(=O)(=O)c2ccc(-c3cncnc3)cc2O[C@@H]1CN(C)C(=O)Cc1ccncc1
1.5	CC(C)NC(=O)Nc1ccc2c(c1)C(=O)N([C@@H](C)CO)C[C@@H](C)[C@H](CN(C)Cc1ccc(C(F)(F)F)cc1)O2
1.3	Cc1ccc(S(=O)(=O)N(C)C[C@@H]2OCCCC[C@H](C)Oc3ccc(NC(=O)NC4CCCCC4)cc3C(=O)N([C@H](C)CO)C[C@H]2C)cc1
-1.8	Cc1noc(C)c1NC(=O)Nc1ccc2c(c1)CC(=O)N([C@@H](C)CO)C[C@H](C)[C@H](CN(C)Cc1ccc(C(=O)Nc3ccccc3N)cc1)O2

The list goes on.
NSD2 block	molecule
-10.0	C[C@@H]1CN([C@@H](C)CO)C(=O)Cc2cc(NC(=O)c3ccncc3)ccc2O[C@@H]1CN(C)S(=O)(=O)c1ccc(F)cc1
1.2	Cc1noc(C)c1S(=O)(=O)Nc1ccc2c(c1)C(=O)N([C@H](C)CO)C[C@H](C)[C@H](CN(C)C(=O)CCCN(C)C)OCCCC[C@H](C)O2
1.8	COc1ccc(CN(C)C[C@@H]2OCc3cnnn3CCCC(=O)N([C@@H](C)CO)C[C@@H]2C)cc1
4.8	O=C(O)CCC(=O)Cc1ccccc1
-3.6	C[C@H](CO)N1C[C@H](C)[C@H](CN(C)Cc2ccc(C(=O)Nc3ccccc3N)cc2)Oc2ccc(NC(=O)Nc3ccccc3)cc2C1=O
3.9	C[C@H](CO)N1C[C@H](C)[C@@H](CN(C)Cc2ccc3c(c2)OCO3)Oc2c(NC(=O)C3CCOCC3)cccc2C1=O
-7.7	C[C@@H]1CN([C@H](C)CO)S(=O)(=O)c2ccc(/C=C/c3ccccc3)cc2O[C@@H]1CN(C)C(=O)c1ccc2c(c1)OCO2
2.1	COc1ccc(O)c(/C=N/NC(=O)CCCCCC(=O)Nc2ccccc2O)c1
-5.5	C[C@H]1CN([C@@H](C)CO)C(=O)Cc2cc(NS(=O)(=O)c3ccc(Cl)cc3)ccc2O[C@H]1CN(C)S(=O)(=O)c1ccccc1
8.5	C=C1C(=O)O[C@H]2C1CC[C@@](C)(O)[C@@H]1C[C@H](O)C(=C)[C@@H]12 (stereo partly specified)
11.1	C[C@H](CO)N1C[C@H](C)[C@H](CN(C)C(=O)Nc2ccc(F)cc2)Oc2ccc(NC(=O)CCN3CCOCC3)cc2CC1=O
3.3	CCS(=O)(=O)N(C)C1c2cc(C#N)ccc2OC(C)(C)C1O (stereo unspecified)
5.4	COc1ccc(S(=O)(=O)Nc2ccc3c(c2)C(=O)N([C@H](C)CO)C[C@@H](C)[C@@H](CN(C)C)O3)cc1
16.0	C[C@@H]1CN([C@@H](C)CO)S(=O)(=O)c2ccc(-c3ccncc3)cc2O[C@@H]1CN(C)C(=O)c1cccc(F)c1
6.3	C[C@@H]1CN([C@H](C)CO)S(=O)(=O)c2ccc(C#CC(C)(C)O)cc2O[C@H]1CN(C)Cc1ccncc1
-0.5	Cc1noc(C)c1NC(=O)Nc1cccc2c1O[C@H](CN(C)Cc1ccc(Cl)c(Cl)c1)[C@@H](C)CN([C@@H](C)CO)C2=O
-3.8	C[C@H](CO)N1C[C@H](C)[C@H](CN(C)C(=O)Nc2ccc3c(c2)OCO3)OCCCC[C@H](C)Oc2ccc(NC(=O)NC3CCCCC3)cc2C1=O
0.6	CCC(=O)N(C)C[C@H]1Oc2cc(-c3cncnc3)ccc2S(=O)(=O)N([C@H](C)CO)C[C@@H]1C
-2.1	O=C(N/N=C/c1ccc2c(c1)CCO2)c1ccccc1O
-0.1	C[C@@H]1CN([C@H](C)CO)C(=O)c2cc(NC(=O)C3CCCCC3)ccc2O[C@@H](C)CCCCO[C@@H]1CN(C)C(=O)c1ccncc1
1.5	COC(=O)c1ccc(/C=N/NC(=O)c2ccccn2)cc1
-1.3	C[C@@H]1CCCCO[C@@H](CN(C)C(=O)C2CCCCC2)[C@@H](C)CN([C@H](C)CO)C(=O)c2cc(NC(=O)Cc3ccccc3)ccc2O1
-0.4	C[C@@H]1CN([C@H](C)CO)C(=O)c2cc(-c3ccncc3)cnc2O[C@H]1CN(C)C(=O)c1cccc(F)c1
2.6	C[C@@H]1CCCCO[C@H](CN(C)C(=O)CCCN(C)C)[C@@H](C)CN([C@H](C)CO)C(=O)c2cc(NS(=O)(=O)c3ccc(Cl)cc3)ccc2O1
1.2	C[C@@H]1CN([C@@H](C)CO)S(=O)(=O)c2ccc(C3=CCCC3)cc2O[C@@H]1CN(C)C(=O)c1ccccc1
1.4	Cc1ccc(S(=O)(=O)N(C)C[C@@H]2OCCCC[C@@H](C)Oc3ccc(NS(=O)(=O)c4ccc(Cl)cc4)cc3C(=O)N([C@H](C)CO)C[C@@H]2C)cc1
4.0	COc1ccccc1-c1cnc2c(c1)C(=O)N([C@H](C)CO)C[C@@H](C)[C@@H](CN(C)C(=O)c1ccncc1)O2
0.1	COc1ccc(NC(=O)Nc2ccc3c(c2)CC(=O)N([C@@H](C)CO)C[C@@H](C)[C@H](CN(C)C(=O)Nc2ccccc2)O3)cc1
0.1	C[C@@H]1CN([C@H](C)CO)C(=O)c2cccc(NS(C)(=O)=O)c2O[C@H]1CN(C)C(=O)Nc1ccccc1
1.0	C[C@H](CO)N1C[C@H](C)[C@@H](CN(C)S(=O)(=O)c2ccc(F)cc2)Oc2ccc(NC(=O)C3CCCCC3)cc2CC1=O
2.7	CN(C)CCCNC(=O)C[C@@H]1CC[C@@H](NC(=O)Cc2cccnc2)[C@H](CO)O1
2.0	NC(=O)[C@@H]1[C@H]2C(=O)O[C@H](c3ccccc3)[C@H](c3ccccc3)N2[C@H](c2ccccc2OCCO)[C@@]12C(=O)Nc1ccccc12
1.0	C[C@@H]1CN([C@@H](C)CO)C(=O)c2cccc(NS(C)(=O)=O)c2O[C@@H]1CN(C)Cc1ccc(Cl)c(Cl)c1
-2.8	C[C@H]1CN([C@@H](C)CO)C(=O)c2cc(C#CCc3ccccc3)cnc2O[C@@H]1CN(C)Cc1ccc(C(=O)O)cc1
4.1	C[C@@H]1CCCCO[C@@H](CN(C)C(=O)c2ccccc2)[C@@H](C)CN([C@H](C)CO)C(=O)c2cc(N(C)C)ccc2O1
0.7	C[C@H]1CN([C@@H](C)CO)C(=O)Cc2cc(NC(=O)Nc3ccccc3)ccc2O[C@H]1CN(C)Cc1ccc(C(=O)O)cc1
0.2	C[C@@H]1CN([C@H](C)CO)C(=O)c2cc(NC(=O)c3ccccc3)ccc2O[C@@H](C)CCCCO[C@@H]1CN(C)Cc1ccccc1
3.3	CNC[C@@H]1Oc2ccc(NC(=O)C3CC3)cc2C(=O)N([C@@H](C)CO)C[C@@H]1C
1.0	COc1ccccc1S(=O)(=O)N[C@H]1C=C[C@H](CC(=O)NCc2cccc(F)c2)O[C@@H]1CO
3.4	CC(C)NC(=O)N[C@@H]1C=C[C@@H](CC(=O)NC2Cc3ccccc3C2)O[C@@H]1CO
-3.0	C[C@H]1CN([C@@H](C)CO)C(=O)c2cc(NC(=O)CCCCCC(=O)Nc3ccccc3N)ccc2O[C@@H]1CN(C)C
5.2	COc1ccccc1-c1ccc2c(c1)O[C@@H](CN(C)C(=O)c1cccnc1)[C@H](C)CN([C@H](C)CO)S2(=O)=O
-8.6	C[C@@H]1CCCCO[C@@H](CN(C)C(=O)Nc2ccc(C(F)(F)F)cc2)[C@@H](C)CN([C@H](C)CO)C(=O)c2cc(NC(=O)Nc3ccccc3)ccc2O1
-1.0	CCOc1cc(OCC)cc(C(=O)N[C@@H](Cc2ccc(N=[N+]=[N-])cc2)C(=O)OC)c1
-3.8	O=C(CCCCC(=O)N/N=C/c1coc2ccccc2c1=O)NO
0.6	CNC[C@@H]1Oc2c(NC(=O)c3ccc(-c4nccs4)cc3)cccc2C(=O)N([C@H](C)CO)C[C@@H]1C
-1.9	COc1ccc([Si](C)(C)[C@@H]2[C@@H](CCn3cc([C@H](O)c4ccccc4)nn3)O[C@]3(C(=O)N(Cc4cccc(N5CCC5=O)c4)c4ccccc43)[C@H]2C)cc1
1.7	C[C@@H]1CCCCO[C@H](CN(C)Cc2ccc3c(c2)OCO3)[C@@H](C)CN([C@H](C)CO)C(=O)c2cc(NC(=O)Nc3ccc4c(c3)OCO4)ccc2O1
5.6	C[C@@H]1CCCCO[C@@H](CN(C)C(=O)c2ccncc2)[C@H](C)CN([C@@H](C)CO)C(=O)c2cc(N(C)C)ccc2O1
-2.7	C[C@@H]1CN([C@@H](C)CO)S(=O)(=O)c2ccc(-c3ccccc3)cc2O[C@@H]1CN(C)S(C)(=O)=O
